# GPR151 activ = activates the human receptor GPR151. Q8TDV0. PathHunter beta-arrestin GPR151 cells, luminescence. activation, % at 11.2 µM. hit rate 1% among 650,000. AID 1508602; in the data active = activation above about 4.9%;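 note: 0% = median of compound wells and 100% = cells with positive control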
# Target sequence (Q8TDV0 whole entry, looked up): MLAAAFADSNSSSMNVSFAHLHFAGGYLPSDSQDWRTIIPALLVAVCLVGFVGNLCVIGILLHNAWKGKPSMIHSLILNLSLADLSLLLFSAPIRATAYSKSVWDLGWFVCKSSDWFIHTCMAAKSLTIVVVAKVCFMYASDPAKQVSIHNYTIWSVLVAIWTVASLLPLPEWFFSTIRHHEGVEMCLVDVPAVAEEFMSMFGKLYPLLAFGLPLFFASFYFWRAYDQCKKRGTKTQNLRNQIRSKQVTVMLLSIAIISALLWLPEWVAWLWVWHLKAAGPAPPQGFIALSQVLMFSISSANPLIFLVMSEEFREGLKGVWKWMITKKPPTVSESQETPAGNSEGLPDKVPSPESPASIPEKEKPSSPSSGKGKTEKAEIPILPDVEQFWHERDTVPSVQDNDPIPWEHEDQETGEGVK
# FBW7 act = activators of human E3 ligase FBW7; Q969H0; hit rate 0.13% among 650,000; AlphaScreen FBW7–phospho-cyclin E peptide binding, activator screen; normalized activity (activation), % at 26.1 µM; in the data active = normalized activity above about 1.9%;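 note: purified mutant Fbw7 with reduced substrate affinity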
# TEAD-YAP inh = TEAD-YAP interaction inhibition; HEK-TIYL cells, TEAD-Gal4/YAP UAS-luciferase luminescence; inhibition, % at 9.12 µM; hit rate 1.4% among 640,000; AID 1259422; in the data active = inhibition above about 32%;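 note: 0% = median of test compound wells and 100% = reference inhibitor wells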
# MITF inh = human MITF inhibition, primary screen; O75030; AlphaScreen MITF homodimerization, bead proximity signal; inhibition, % at 2.6 µM; hit rate 0.91% among 650,000; in the data active = inhibition above about 50%;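 note: 0% = vehicle wells with protein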
# Target sequence (O75030 whole entry, looked up): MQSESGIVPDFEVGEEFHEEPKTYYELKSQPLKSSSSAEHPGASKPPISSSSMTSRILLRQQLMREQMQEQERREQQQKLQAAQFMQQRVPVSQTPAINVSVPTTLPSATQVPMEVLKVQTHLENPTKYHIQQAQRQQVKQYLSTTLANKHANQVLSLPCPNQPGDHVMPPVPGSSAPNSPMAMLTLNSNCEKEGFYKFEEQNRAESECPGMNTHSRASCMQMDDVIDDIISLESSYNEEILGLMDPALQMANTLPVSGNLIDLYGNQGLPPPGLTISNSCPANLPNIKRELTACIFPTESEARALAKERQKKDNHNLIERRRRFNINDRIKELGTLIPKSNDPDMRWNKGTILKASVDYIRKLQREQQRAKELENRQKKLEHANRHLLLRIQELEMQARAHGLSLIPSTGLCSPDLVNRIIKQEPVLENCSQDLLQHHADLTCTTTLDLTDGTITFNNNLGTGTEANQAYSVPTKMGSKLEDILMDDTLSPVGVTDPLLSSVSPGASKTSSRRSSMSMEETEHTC
# The depositor's hits bear a star.
smiles,GPR151 activ,FBW7 act,TEAD-YAP inh,MITF inh
CCC(C)NCC(O)COCc1ccc(Cl)cc1 (centres undefined),3.9,0.6,10.5,14.7
COc1ccc(-c2nn(-c3ccccc3)cc2C(=O)OCC(C)C)cc1,2.0,-0.1,6.5,3.5
Cc1ccc(OCCNC(=O)C(=O)NCCC(C)C)cc1,0.0,0.1,5.4,-0.8
O=C(c1ccc([N+](=O)[O-])cc1[N+](=O)[O-])N1CCc2ccccc21,1.6,-0.7,-6.2,10.5
CCOC(=O)C1=C(C)NC2=C(C(=O)C(C(=O)OC)C(C)C2)C1c1ccccc1C(F)(F)F (centres undefined),0.0,0.0,11.7,-0.9
Cc1ccc(CN2C(=O)NC3(CCN(C(=O)Nc4ccc(Cl)cc4)CC3)C2=O)cc1,0.4,-0.1,9.3,1.2
Oc1ccc(Br)cc1/C=N/Nc1nn2cnnc2c2ccccc12,-1.8,0.0,3.6,-0.8
NS(=O)(=O)c1ccc(NCC2COc3ccccc3O2)c([N+](=O)[O-])c1 (centres undefined),0.1,0.1,-17.2,2.0
O=C(CCc1cc(Cl)no1)NC1(c2ccccc2)CCCC1,-0.9,-0.2,4.4,-6.4
COC(=O)c1cn(NC(=O)c2cccnc2)c(=O)c2ccccc12,0.9,0.2,-3.6,8.9
O=C(NCc1ccc2c(c1)OCO2)C1(c2ccc(F)cc2)CC1,1.3,0.3,-7.0,12.9
CN1C(=O)CC(C(=O)Nc2ccccc2)SC1=Nc1ccc(Br)cc1 (centres undefined),-0.3,0.1,-8.1,-19.8
CCOC(=O)c1sc(NC(=O)c2ccc(C(C)(C)C)cc2)nc1-c1ccccc1,-0.4,-0.2,-0.7,-6.4
Cc1ccc(/C=N/NC(=O)Cc2ccccc2)c(O)c1,0.2,-0.1,-12.6,12.2
COc1cc(OC)cc(C(=O)NCC(=O)OCC(=O)Nc2ccc([N+](=O)[O-])cc2C#N)c1,0.0,0.0,0.8,2.9
O=C(CN1CCC(NC(=O)c2cccc(F)c2)CC1)Nc1ccc(Br)cc1,0.5,0.3,-3.3,5.4
CCOc1cc(CN2CCN(C(=O)c3c(OC)cccc3OC)CC2)ccc1OC,0.5,0.1,-10.4,24.2
CC1CN(c2oc(-c3ccccc3F)nc2C#N)CC(C)O1 (centres undefined),-0.2,0.2,6.4,21.4
CC(=O)Oc1ccc(C(=O)Nc2ccc(Br)cc2F)cc1,-1.6,-0.2,10.9,5.5
CCOc1ccccc1C(=O)Nc1cccc(C(C)=O)c1,-2.2,0.6,-0.2,16.4
COc1ccc(Cn2c(C(C)O)nc3ccccc32)cc1F (centres undefined),-1.4,-0.2,5.9,-0.4
COc1ccc(CCNC(=O)CCSCCC(=O)NCCc2ccc(OC)cc2)cc1,2.1,0.1,3.9,3.9
COc1ccc(-c2nc3c(Nc4cc(OC)c(OC)c(OC)c4)ncnc3n2C(C)C)cn1,0.8,-0.1,-8.2,3.7
Cc1cc(NC(=S)NCCN2CCOCC2)ccc1I,0.3,-0.1,9.6,-1.2
Cc1ccc(-c2nc3cc(NC(=O)c4cc5ccccc5o4)ccc3o2)cc1,-1.3,0.0,-10.0,3.0
COc1ccccc1N1CCN(C2CCN(Cc3ccco3)CC2)CC1,0.2,0.1,-5.9,49.7
COC(CNC(=O)C(=O)NCC1OCCN1S(=O)(=O)c1cc(F)ccc1F)OC (centres undefined),-0.4,0.0,-0.3,2.2
O=C(Nc1cccc(F)c1)NC1(C(=O)Nc2ccc3c(c2)OCCO3)CCCCC1,-0.5,1.0,3.5,12.9
Cc1cc(C)nc(NNC(NC(=O)c2ccccc2Cl)C(Cl)(Cl)Cl)n1 (centres undefined),0.3,-0.1,1.7,7.2
Cn1c(=O)c2c(nc3[nH]c(C45CC6CC(CC(C6)C4)C5)cn32)n(C)c1=O,0.6,0.0,11.6,0.0
COc1ccc2cccc(NC(=O)CN3C(=O)CCC3=O)c2n1,-0.1,0.0,0.6,-2.8
CCOC(=O)c1sc2nc(C)nc(NCCc3ccccc3Cl)c2c1C,-0.4,0.1,-1.9,14.0
O=C(OC1CCOC1=O)c1cc2ccccc2cc1O (centres undefined),-2.7,-0.1,-8.8,-7.9
Cn1c(NNC(=O)c2ccccc2I)cc(=O)n(C)c1=O,3.3,0.1,-8.8,20.4
C=CCn1c(COc2c(C)cccc2C)n[nH]c1=S,0.4,0.0,4.9,5.0
O=C(Cn1nc2c3ccccc3nc(C3CC3)n2c1=O)NCc1ccccc1F,1.0,-0.1,-1.9,-3.7
Cc1ncc(CO)c2cc(C(N)=O)c(=Nc3ccc(-c4ccccc4)cc3)oc12,0.4,0.1,-4.2,-6.5
CCOC(=O)CN1C(=O)C2(C(C#N)=C(N)Oc3n[nH]c(C)c32)c2ccccc21 (centres undefined),-0.8,0.1,1.6,12.9
CCn1ccnc1CNC(=O)CC1C(=O)NCCN1CC(c1ccccc1)c1ccccc1 (centres undefined),-0.9,0.0,-3.6,2.9
Cc1sc2nc[nH]c(=S)c2c1-c1ccc(Cl)cc1,-0.8,0.2,17.7,13.7
NC(=O)c1ccc(N2CCN(Cc3ccccc3)CC2)c([N+](=O)[O-])c1,0.6,0.2,-3.4,13.0
Cc1ccc([N+](=O)[O-])cc1NC(=O)CC1SC(N)=NC1=O (centres undefined),0.6,-0.1,-2.6,-17.2
COc1ccc(-c2noc(N3CCC(C(=O)Nc4cc(C)cc(C)c4)CC3)n2)cc1,1.6,0.1,2.8,9.1
CC(C)(C)NC(=O)CSc1nnc(Nc2ccccc2F)s1,1.1,-0.1,-51.1,-2.0
Cc1cccc(-c2nc3c(cnn3-c3ccccc3)c(=O)n2-c2ccc(F)cc2)c1,0.8,0.1,3.6,-2.5
C=CCn1c(SCC(=O)NC(=O)NCCC)nc2scc(-c3cccs3)c2c1=O,-1.0,0.3,10.8,-0.2
CCn1c(C(=O)O)c(CC(=O)NCc2ccc(F)cc2)c2ccccc21,-0.4,-0.2,4.0,1.5
O=[N+]([O-])c1nn(-c2ccc(Cl)cc2)n(O)c1=Nc1ccccc1F,-1.5,-0.4,37.8*,0.5
CC12COC3(C(=O)N4CCCCCC4)CC1CCC32C (centres undefined),0.1,-0.1,4.5,7.4
COc1ccccc1C(=O)Nc1sc2c(c1C(=O)O)CCCC2,-0.2,0.0,-1.9,6.7
O=C(/C=C/c1ccc(Cl)c([N+](=O)[O-])c1)Nc1ccccc1N1CCOCC1,1.6,-0.2,20.9,18.2
CCOc1ccc(C(=O)Nc2ccc(S(=O)(=O)Nc3nccs3)cc2)cc1,0.2,-0.1,-9.8,4.5
Cc1ncsc1CCOC(=O)c1ccc([N+](=O)[O-])cc1,0.4,-0.1,3.1,-4.0
O=C(O)c1c(CNCc2ccccc2)c2ccccc2n1Cc1ccccc1Cl,-0.2,0.0,2.7,6.3
CC1CCN(C(=O)c2nn(-c3ccc(Cl)cc3)c(=O)c3ccccc23)CC1,-0.6,0.0,9.0,-1.7
CC1CCCCN1C(=O)c1ccc(N2CC3CC(C2)c2cccc(=O)n2C3)c(NC(=O)c2ccc(Br)o2)c1 (centres undefined),0.5,-0.1,7.0,-6.1
CC(C)OC(=O)c1c(NC(=O)c2cc3n(n2)C(C(F)(F)F)CC(c2cccs2)N3)sc2c1CCCC2 (centres undefined),1.5,-0.1,3.9,-4.8
NC1=NC(=O)C(CC(=O)Nc2ccc3ccccc3c2)S1 (centres undefined),0.8,-0.1,11.7,-1.7
O=C(NCC(c1cccnc1)N1CCOCC1)c1ccccc1 (centres undefined),0.6,0.4,-3.9,16.1
O=C1C2C3C=CC(C3)C2C(=O)N1c1ccc2c(c1)OCCO2 (centres undefined),0.4,0.1,-2.7,4.3

# The list goes on.
smiles,GPR151 activ,FBW7 act,TEAD-YAP inh,MITF inh
CSc1ccccc1N1C(=O)CN(C(=O)c2cc(F)c(F)cc2F)CC1C (centres undefined),-0.2,0.0,-7.5,8.0
Cc1cccc2nc(CNCc3c(C(=O)N4C[C@@H](C)O[C@@H](C)C4)nc4sccn34)cn12,0.8,0.1,-3.5,13.8
CCOC(=O)C1(Cc2ccc(Cl)cc2)CCN(C(=O)NC(C)(C)C)CC1,-0.4,0.0,-5.1,3.2
CCOc1ccc(Nc2c(-c3ccc(OC)cc3)c(=O)c2=O)cc1,0.0,-0.1,-3.3,-0.7
CNC(=S)NCCc1c[nH]c2ccccc12,1.8,-0.2,-12.4,16.6
Cn1c(SCc2c[nH]c3ccccc23)nnc1-c1ccccc1,-0.9,0.1,2.9,16.6
Cc1cccc(C(=O)OCC(=O)Nc2nccs2)c1,-0.6,0.0,-2.0,6.3
c1ccc(Cn2ncc3c(N4CCN(C(c5ccccc5)c5ccccc5)CC4)ncnc32)cc1,-2.2,-0.1,-6.8,-5.4
Nc1cc(-c2ccc(NC(=O)NCc3ccccc3)cc2)ccn1,-1.6,0.1,-4.6,5.8
CC(C)C[C@H]1C(=O)N2CCN(C(=O)c3cc(F)cc(F)c3)C[C@@H]2C(=O)N1C,-0.7,0.7,7.1,14.2
O=C(Nc1nc2ccccc2s1)c1cccs1,-8.0,-0.1,-16.1,-7.5
COc1ccc(-c2noc(CN(C)C(=O)Nc3ccc(Cl)cc3)n2)cc1,-1.2,0.1,0.5,-5.2
CCOC(=O)C1=CN(c2cc(C)ccc2C)C=C(C(=O)OCC)C1c1ccc(OCC)cc1,0.0,-0.1,-3.1,-3.3
CCCOc1ccc(/C(O)=C2\C(=O)C(=O)N(CCCN3CCOCC3)C2c2ccccc2F)c(C)c1 (centres undefined),1.2,-0.1,-4.2,-2.1
Cc1nn(C)cc1CN1CCN(C2CCCCC2)C(CCO)C1 (centres undefined),-2.0,-0.1,-3.6,-6.2
COc1ccc(C2NC(=S)NC(C)=C2C(=O)Nc2ccccc2C)c(OC)c1 (centres undefined),0.3,-0.2,-2.7,-4.6
COc1ccc(Br)cc1C1C(C#N)=C(N)OC2=C1C(=O)CCC2 (centres undefined),0.5,0.8,4.7,16.9
COc1ccc(-c2noc(CCC(=O)Nc3cc([N+](=O)[O-])ccc3OC)n2)cc1,-0.8,-0.1,-7.7,5.7
CCOc1cc(C=O)ccc1OCCOc1ccccc1,-0.5,0.0,4.4,-7.5
Cc1nc2ccccc2c(=O)n1NC(=O)c1ccccc1Cl,-1.6,0.1,-9.7,3.1
O=C(N/N=C/c1cccc([N+](=O)[O-])c1)C(=O)N/N=C/c1cccc([N+](=O)[O-])c1,0.4,0.3,-1.1,15.4
COc1cc(S(=O)(=O)N2CCC3(CC2)OCCO3)ccc1-n1cnnn1,1.9,0.1,5.7,-2.0
Cc1ccc(C(=O)C2=C(N)OC3=C(C(=O)CC(C)(C)C3)C2c2ccccc2)cc1 (centres undefined),1.4,0.0,-3.1,19.5
CCn1c(=O)cc(OCC(=O)Nc2nccs2)c2ccccc21,-0.3,0.1,0.9,13.4

# Compounds from the list above that have a tert-butyl group, in the order listed:
smiles,GPR151 activ,FBW7 act,TEAD-YAP inh,MITF inh
CCOC(=O)c1sc(NC(=O)c2ccc(C(C)(C)C)cc2)nc1-c1ccccc1,-0.4,-0.2,-0.7,-6.4
CC(C)(C)NC(=O)CSc1nnc(Nc2ccccc2F)s1,1.1,-0.1,-51.1,-2.0
CCOC(=O)C1(Cc2ccc(Cl)cc2)CCN(C(=O)NC(C)(C)C)CC1,-0.4,0.0,-5.1,3.2

# (listing goes on)
smiles,GPR151 activ,FBW7 act,TEAD-YAP inh,MITF inh
Cc1c(NC(=O)C(C)Sc2n[nH]c(N)n2)c(=O)n(-c2ccccc2)n1C (centres undefined),-0.7,0.1,-3.5,6.3
O=C(Cc1c(C(=O)O)[nH]c2ccccc12)NCCN1CCOCC1,-0.3,0.1,-10.1,-15.8
O=C(Nc1ccnn1C1CCN(C(=O)C2CC23CCCCC3)CC1)C1CC1 (centres undefined),-0.1,-0.2,6.8,-0.4
COc1cc(OC)cc(C(=O)Nc2ccc(N3CCN(C(=O)c4ccccc4)CC3)cc2)c1,0.9,0.1,-1.0,6.4
CC(C)CC(=O)Nc1ccc(I)cn1,-1.3,0.0,-19.8,24.7
Nc1c(C(=O)Nc2nccs2)sc2nc3c(cc12)CCCC3,-0.8,0.0,76.6*,-18.6
Cc1cccc(NC(=O)CCCCCNC(=O)C(F)(F)F)c1,1.2,0.1,-1.2,1.9
COc1cc(C(=O)Nc2cccc(Br)c2)c([N+](=O)[O-])cc1OC,-0.3,1.1,1.7,11.7
COC(=O)c1cc(OC)c(OC)cc1NC(=O)Cn1nnc(-c2ccccc2Cl)n1,1.1,-0.2,2.1,-1.4
Cc1sc2[nH]c3c(C#N)cc(NC(=O)c4ccccc4)c(=O)n3c(=O)c2c1C,-2.5,0.0,4.7,3.9
COc1cccc(NC(=O)C2C3C=CC(C4CC34)C2C(=O)O)c1 (centres undefined),0.7,0.0,-9.3,5.7
Cc1cc(C(=O)C(=O)O)c(C)n1-c1ccc2cn[nH]c2c1,1.0,0.0,-5.9,4.0
CC(C)NC(=O)c1ccc(CN2CCC(Cc3ccccc3)CC2)cc1,-0.6,1.8,4.8,18.7
COc1ccc(OC)c2[nH]c(=O)c(CCNS(=O)(=O)c3ccc([N+](=O)[O-])cc3)cc12,-0.3,-0.2,-3.4,-13.4
CC(C)c1cc(CN2CCC(CO)(CC3CCCCO3)CC2)[nH]n1 (centres undefined),-1.0,0.0,2.2,2.2
CC(C)COc1ccc(C=O)c2ccccc12,1.6,0.1,9.6,9.8
